ERK EGF inh – qHTS Assay for Inhibitors of the ERK Signaling Pathway using a Homogeneous Screening Assay; Stimulation with EGF; actives 0.41% (n = 130,000); Potency, µM (top dose mostly 11.5 µM), inactives show at the top dose activity change, negative = inhibition, most hits filed as inhibitors; HEK293-V1b, EGF-stimulated phospho-ERK AlphaScreen; active = well fitted inhibition curve with a large enough effect; inconclusive = small, poorly fitted or top-dose-only effect, or effect the other way;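 note: plate controls were stimulated vehicle wells for no effect and unstimulated vehicle basal for full effect; nearly all actives have a fitted effect of over 55% in size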
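V1b-HEK293, 1% FBS o/n; cpd 30 min 37C; EGF 25 nM final, 5 min; lyse 10 min; AlphaScreen beads 5 h RT. Normalized DMSO basal vs EGF max; Hill AC50.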
* marks the source's active call; other numbers are inactive results; ? = inconclusive; [ ] = remark or other dose. Potency is the fitted concentration of half-maximal effect.

Compound,ERK EGF inh
Cc1cc(NC(=O)CSc2nc3ccsc3c(=O)n2CCCC(=O)NCCc2ccccc2)no1,?
CC(=O)N1c2ccccc2Oc2cc3ccccc3cc21,6%
COCCCN(C(=S)Nc1cc(Cl)cc(Cl)c1)C(C)c1ccccn1 (stereo not drawn),-11%[57.5 µM]
CCCCCCCC/C=C\CCCCCCCC(=O)NC(C)C(=O)O (stereo not drawn),0%
CCCn1c(SCC(=O)Nc2ccc(OC)cc2[N+](=O)[O-])n[nH]c1=O,-1%
Cc1ccc2nc(N3CC(=O)Nc4ccccc43)nc(-c3ccccc3)c2c1,-4%
CC(C)c1ccc(NC(=O)Cn2cccc2C2=NC(c3ccccc3)CO2)cc1 (stereo not drawn),-6%
Cc1ccc(/C=C/C(=O)NCc2ccc(S(N)(=O)=O)cc2)o1,-7%
COc1ccc(N/C(C)=C/C(=S)Nc2ccccc2)cc1,-9%
CC(NC(=O)CCCn1cc([N+](=O)[O-])cn1)c1ccccc1 (stereo not drawn),-11%
CCOc1cc(/C=C/c2nc3ccccc3s2)ccc1OCC(=O)N1CCOCC1,3%
Nc1c(Cl)ncnc1N/N=C/c1ccc(O)cc1,-3%[57.5 µM]

Compound,ERK EGF inh
CCS(=O)(=O)CCSC1OC(COC(C)=O)C(OC(C)=O)C(OC(C)=O)C1OC(C)=O (stereo not drawn),-4%
Cn1nc(C(F)(F)F)c(CNC(=O)C(C)(C)CCl)c1N1CCOCC1,-10%
CCCCCCN=C1CC(C)(C)CC(=O)/C1=C(/O)CCC,4%[57.5 µM]
CCCc1cc(=O)[nH]c(SCC(=O)N2CCN(S(=O)(=O)c3ccccc3)CC2)n1,6%
CCCCOC(C)n1cc(F)c(=O)[nH]c1=O (stereo not drawn),2%
CCCN1CCN(CCCNC(=S)Nc2ccc(OC)cc2)CC1,-6%
O=Cc1c(Cl)nc2ccccn12,-5%
Cc1nc(N2CCC(C)CC2)c(C#N)c(C)c1[N+](=O)[O-],-5%
COc1ccccc1-c1cc(C(=O)N/N=C\c2cnn(C)c2C)c2ccccc2n1,-1%
O=C(CNc1cc(S(=O)(=O)N2CCOCC2)ccc1N1CCCC1)N1CCc2ccccc21,3%
CCN(C(=O)CSc1nc2c(cnn2-c2ccccc2)c(=O)[nH]1)C1CCS(=O)(=O)C1 (stereo not drawn),-3%
CC(C)(C)NC(=O)CN(C(=O)c1csnn1)c1ccccc1-c1ccccc1,-7%

Compound,ERK EGF inh
COC(=O)c1ccc(COc2ccccc2[N+](=O)[O-])o1,7%
CC(=O)C1=C(O)C(=O)N(CC(=O)O)C1c1ccccc1Cl (stereo not drawn),2%[57.5 µM]
COCCn1nnnc1CN1CCC(NC(=O)c2ccc(Br)cc2)CC1,-6%
O=C(Nc1nonc1-c1ccc(Cl)cc1)c1ccccc1,-5%
O=C(N/N=C/c1c[nH]c2ccc(Br)cc12)c1ccc2c(c1)OCO2,-4%
Cc1cccc(N(C(=O)c2ccc(CN3CCOCC3)o2)C(C(=O)NC(C)(C)C)c2ccc(F)cc2)c1 (stereo not drawn),-4%
Nc1cc(OCC(F)(F)F)cc([N+](=O)[O-])c1,-8%
COC(=O)c1c(C(C)=O)c(C)n(C)c1C,0%[57.5 µM]
CC(C)OC(=O)Nc1ccc2c(c1)N(C(=O)N1CCN(C)CC1)c1ccccc1CC2,-7%[57.5 µM]
CCO[C@H]1OC(C(=O)N2CCN(Cc3ccccc3)CC2)=C[C@@H](c2ccc(C(F)(F)F)cc2)[C@@H]1CCCO,4%[57.5 µM]
Nn1c(Cc2ccccc2)nc2sc3c(c2c1=O)CCC3,16%[57.5 µM]
Cc1cc(C)nc(SCc2nnc(SCC(N)=O)o2)n1,-9%

Compound,ERK EGF inh
O=C(Nc1ccccc1)Nc1cccc2nsnc12,11%
CC(C)(C)Nc1nc(Cl)nc(N(C#N)CN2C(=O)c3ccccc3S2(=O)=O)n1,4%
CCOC(=O)c1c(NC(=S)Nc2ccc(OC)cc2)sc2c1CCC2,-3%
CN(C)C(=O)CCSc1nnc(-c2ccco2)o1,-4%
Cc1cccc(N2CC(c3nc4ccccc4n3C)CC2=O)c1C (stereo not drawn),-4%
COc1cc(/C=C2\SC(=S)N(CC(=O)Nc3ccccn3)C2=O)cc(OC)c1OC,?
Cc1ccc(CN2C(=O)c3ccccc3NC23CCN(Cc2ccccc2)CC3)cc1,3%
CC(C)(C)OC(=O)NCCCCC1=CC2=CC(=O)C(C)(OC(=O)c3cnc4ccccc4n3)C(=O)C2=CO1 (stereo not drawn),-4%
CC(=O)Nc1ccccc1P(=O)(c1ccccc1)c1ccccc1OC(C)=O (stereo not drawn),-8%[57.5 µM]
O=C(O)c1ccccc1NS(=O)(=O)c1ccc(NNC(=S)Nc2ccc(OC(F)F)cc2)c([N+](=O)[O-])c1,?
COC(=O)C1=CN(Cc2ccc(OC)cc2)C=C(C(=O)OC)C1c1ccsc1,?
CC(=O)/C(=N/Nc1cccc(Cl)c1)Sc1nnc(C(O)c2ccccc2)n1-c1ccccc1 (stereo not drawn),7%

Compound,ERK EGF inh
O=C(O)c1cccc(Nc2nc(-c3cccnc3)nc3ccccc23)c1,12%
S=C(NC12CC3CC(CC(C3)C1)C2)N1CCOCC1,-16%
Cc1[nH]n(-c2ccccc2)c(=O)c1/C=N/N1CCOCC1,-3%[57.5 µM]
CCOCCCN1C(=O)CN(C2CCC(C)CC2)C(=O)C1c1ccc(C)cc1 (stereo not drawn),-2%
O=C1C2C3C=CC(C3)C2C(=O)N1CCC(=O)N1CCc2ccccc21 (stereo not drawn),11%
CCOC(=O)c1sc2nc(C)nc(SCC(=O)N(CC)C3CCS(=O)(=O)C3)c2c1C (stereo not drawn),?
COc1ccc(CCNC(=O)COC(=O)/C=C/c2ccc(OCC#N)c(OC)c2)cc1OC,0%
CSc1ncccc1C(=O)OCC(=O)c1ccccc1Br,5%
Cc1ccc(C2CC(=O)C=C(NCC(C)C)C2)cc1 (stereo not drawn),4%
CC(=O)CC(=O)Nc1ccc(Nc2ccccc2)cc1,-5%
CCOC(=O)C1=C(C)C(c2ccc(OC)cc2OC)NC(=O)N1 (stereo not drawn),6%
O=C(CSc1ccc(C(F)(F)F)cc1[N+](=O)[O-])Nc1ccc2ccccc2c1,-8%

Compound,ERK EGF inh
COc1ccc(CNC(=O)CSc2nnc(C)n2-c2ccc(F)cc2)cc1,-1%
COc1cc(OC)c2c(=O)cc(-c3cccnc3)oc2c1,13%[57.5 µM]
Oc1ccc(/C=N/N2CCN(C3c4ccccc4-c4ccccc43)CC2)cc1O,?
COc1cccc(-c2ccc(SCC(=O)N3CCOCC3)nn2)c1,-9%
O=C(C1CCCN1S(=O)(=O)c1cccc2nsnc12)N1CCCCCC1 (stereo not drawn),-6%[57.5 µM]
COc1ccccc1NC(=O)COC(=O)Cc1cccs1,-8%
CN1C(=O)C2(c3ccccc31)c1c(oc3ccccc3c1=O)C(=O)N2CCCO (stereo not drawn),-4%[57.5 µM]
Cc1nn(C)cc1/C=N/NC(=O)C1(O)c2ccccc2-c2ccccc21,1%
COc1cc(/C=C(\C#N)C(=O)NCc2ccccc2)ccc1OCc1ccc(C(=O)O)cc1,9%[57.5 µM]
CC(C)(C)c1cc(C(C)(C)C)n(-c2ccccc2)n1,7%
O=C(NCc1ccc(F)cc1)Nc1ccc(Cl)cc1,-4%
COc1cccc(CN2CCN(Cc3nc(-c4cccs4)oc3C)CC2CCO)c1 (stereo not drawn),-12%

Quoted from the listing.
ERK EGF inh result of O=C(CSc1ccc(C(F)(F)F)cc1[N+](=O)[O-])Nc1ccc2ccccc2c1 → -8%
ERK EGF inh result of CCCn1c(SCC(=O)Nc2ccc(OC)cc2[N+](=O)[O-])n[nH]c1=O → -1%

Going on with the list.
mol | ERK EGF inh
COc1ccccc1C(=O)Nc1ccc(C2=NNC(=O)CC2C)cc1 (stereo not drawn) | -2%
CC1=NN(C(=O)c2ccc(Cn3cc([N+](=O)[O-])cn3)cc2)C(O)(C(F)(F)F)C1 (stereo not drawn) | -1%
O=C1OC(/C=C/c2ccccc2)=NC/1=C/c1ccco1 | 1%
COc1ccc(/C=C/C(=O)OCC(=O)NCc2ccco2)cc1OC | 6%
CC1CCCCC1NC(=O)COC(=O)COc1ccccc1Cl (stereo not drawn) | 0%
COc1cc2c(cc1OC)CN(C(=S)Nc1ccc(C)cc1C)CC2 | 5%
Cc1nc2ccc(NC(=O)c3ccc4ccccc4n3)cc2s1 | 21%
O=C(N/C(=C/c1cccc(Br)c1)c1nc(=S)[nH][nH]1)c1ccccc1 | ?
CC(C)CC(=O)NC(=S)Nc1cccc(NC(=O)c2ccccc2)c1 | -8%
Cc1ccc(OCC(=O)NNC(=O)c2cc(C)[nH]n2)cc1 | 4%
CC(=O)c1ccc(N2CCN(CC(=O)Nc3ccccc3N3CCOCC3)CC2)cc1 | 9%
COc1ccccc1NS(=O)(=O)c1cc(N/C(=N\S(=O)(=O)c2ccccc2)c2ccc(F)cc2)ccc1Cl | 8%
Cc1c(/C=C2\SC(=Nc3cccc(C(=O)O)c3)NC2=O)c2ccccc2n1C | 6%[57.5 µM]
CCO[C@H]1OC(C(=O)N2CCN(Cc3ccc4c(c3)OCO4)CC2)=C[C@@H](c2ccc3c(c2)OCO3)[C@@H]1CCCO | -6%[57.5 µM]
O=C(COC(=O)CSc1cccc2cccc(Cl)c12)Nc1ncc(C(F)(F)F)cc1Cl | 24%
Nc1ncnc2c1nc(Br)n2C1CC(O)C(CO)O1 (stereo not drawn) | 21%
Cn1ncc(Br)c1C(=O)Nc1cccc(C(F)(F)F)c1 | -5%[57.5 µM]
CCN(CC)c1cc(C)c2ccccc2n1 | -11%
COc1ccc(C(=O)NC(=S)NNC(=O)[C@H]2C[C@@H]2c2ccccc2)cc1OC | -7%[57.5 µM]
Cc1ccccc1C(=O)O/N=C(\c1ccccc1)c1ccccn1 | 0%
Cc1cccc(CSCCNC(=O)c2ccc(CN3CCOCC3)cc2)c1 | 2%
Cc1cccc(N(CC(=O)NC2CCCC2)C(=O)CS(=O)CC(=O)Nc2ccc3c(c2)OCO3)c1C (stereo not drawn) | -1%
CCOc1ccc(N2C(=O)Nc3ccccc3C2(O)C(=O)NCc2ccc(OC)cc2)cc1 (stereo not drawn) | 0%
CCN(CC(=O)Nc1ccc(OC)cc1)CC(=O)Nc1ccc(Cl)cc1F | 5%
Brc1ccc([C@H]2CN3CCSC3=N2)cc1 | 3%
Cc1ccc(Oc2nnc(-c3cccs3)c3ccccc23)cc1 | 7%
O=c1cc(O)c2ccccc2n1Cc1ccccc1F | -4%
O=C(O)c1ccccc1C(=O)c1ccc2c(c1)N(Cc1cccc(F)c1)C(=O)CO2 | -7%
CCCn1c(-c2ccncc2)n[nH]c1=S | -2%
O=C(NC1CCN(C(=S)NCCc2ccccc2)CC1)C1CCCCC1 | -4%
COc1ccccc1NC(=O)C1=C(C)NC(=O)NC1c1cc(C)cs1 (stereo not drawn) | -4%
Cc1ccc(Oc2nc3c(c(=O)n(C)c(=O)n3C)n2C)cc1C | 0%

Structural class: those above with fluorine
mol | ERK EGF inh
Cn1nc(C(F)(F)F)c(CNC(=O)C(C)(C)CCl)c1N1CCOCC1 | -10%
CCCCOC(C)n1cc(F)c(=O)[nH]c1=O (stereo not drawn) | 2%
Cc1cccc(N(C(=O)c2ccc(CN3CCOCC3)o2)C(C(=O)NC(C)(C)C)c2ccc(F)cc2)c1 (stereo not drawn) | -4%
Nc1cc(OCC(F)(F)F)cc([N+](=O)[O-])c1 | -8%
CCO[C@H]1OC(C(=O)N2CCN(Cc3ccccc3)CC2)=C[C@@H](c2ccc(C(F)(F)F)cc2)[C@@H]1CCCO | 4%[57.5 µM]
O=C(O)c1ccccc1NS(=O)(=O)c1ccc(NNC(=S)Nc2ccc(OC(F)F)cc2)c([N+](=O)[O-])c1 | ?
O=C(CSc1ccc(C(F)(F)F)cc1[N+](=O)[O-])Nc1ccc2ccccc2c1 | -8%
COc1ccc(CNC(=O)CSc2nnc(C)n2-c2ccc(F)cc2)cc1 | -1%
O=C(NCc1ccc(F)cc1)Nc1ccc(Cl)cc1 | -4%
CC1=NN(C(=O)c2ccc(Cn3cc([N+](=O)[O-])cn3)cc2)C(O)(C(F)(F)F)C1 (stereo not drawn) | -1%
COc1ccccc1NS(=O)(=O)c1cc(N/C(=N\S(=O)(=O)c2ccccc2)c2ccc(F)cc2)ccc1Cl | 8%
O=C(COC(=O)CSc1cccc2cccc(Cl)c12)Nc1ncc(C(F)(F)F)cc1Cl | 24%
Cn1ncc(Br)c1C(=O)Nc1cccc(C(F)(F)F)c1 | -5%[57.5 µM]
CCN(CC(=O)Nc1ccc(OC)cc1)CC(=O)Nc1ccc(Cl)cc1F | 5%
O=c1cc(O)c2ccccc2n1Cc1ccccc1F | -4%
O=C(O)c1ccccc1C(=O)c1ccc2c(c1)N(Cc1cccc(F)c1)C(=O)CO2 | -7%

Screens from PubChem BioAssay.

Not all compounds are listed. The share of hits here may be higher or lower than overall.
